MITF primary: human MITF inhibition, primary screen | O75030 | AlphaScreen MITF homodimerization, bead proximity signal | inhibition, % at 2.6 µM | 650,000 tested, 0.91% active; in the data active = inhibition above about 50%;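 also: 0% = vehicle wells with protein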
Target sequence (O75030 whole entry, looked up): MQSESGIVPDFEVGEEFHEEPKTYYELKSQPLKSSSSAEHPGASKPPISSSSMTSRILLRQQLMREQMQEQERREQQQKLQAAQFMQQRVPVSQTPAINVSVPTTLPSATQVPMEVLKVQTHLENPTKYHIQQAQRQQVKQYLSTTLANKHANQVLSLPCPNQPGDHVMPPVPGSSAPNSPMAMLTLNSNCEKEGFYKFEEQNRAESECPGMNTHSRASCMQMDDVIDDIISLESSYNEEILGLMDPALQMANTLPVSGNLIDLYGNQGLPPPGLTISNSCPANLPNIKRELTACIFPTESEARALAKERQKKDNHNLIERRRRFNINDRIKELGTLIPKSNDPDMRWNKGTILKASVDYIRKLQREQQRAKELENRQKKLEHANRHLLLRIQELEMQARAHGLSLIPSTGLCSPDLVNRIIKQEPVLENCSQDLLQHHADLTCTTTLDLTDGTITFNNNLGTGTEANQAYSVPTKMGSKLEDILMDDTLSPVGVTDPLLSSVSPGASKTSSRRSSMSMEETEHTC
TEAD-YAP inh: TEAD-YAP interaction inhibition | HEK-TIYL cells, TEAD-Gal4/YAP UAS-luciferase luminescence | inhibition, % at 9.12 µM | 640,000 tested, 1.4% active; in the data active = inhibition above about 32%;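 also: 0% = median of test compound wells and 100% = reference inhibitor wells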
GPR151 activ: activators of human GPR151 | Q8TDV0 | PathHunter beta-arrestin GPR151 cells, luminescence | activation, % at 11.2 µM | 650,000 tested, 1% active; in the data active = activation above about 4.9%;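 also: 0% = median of compound wells and 100% = cells with positive control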
Target sequence (Q8TDV0 whole entry, looked up): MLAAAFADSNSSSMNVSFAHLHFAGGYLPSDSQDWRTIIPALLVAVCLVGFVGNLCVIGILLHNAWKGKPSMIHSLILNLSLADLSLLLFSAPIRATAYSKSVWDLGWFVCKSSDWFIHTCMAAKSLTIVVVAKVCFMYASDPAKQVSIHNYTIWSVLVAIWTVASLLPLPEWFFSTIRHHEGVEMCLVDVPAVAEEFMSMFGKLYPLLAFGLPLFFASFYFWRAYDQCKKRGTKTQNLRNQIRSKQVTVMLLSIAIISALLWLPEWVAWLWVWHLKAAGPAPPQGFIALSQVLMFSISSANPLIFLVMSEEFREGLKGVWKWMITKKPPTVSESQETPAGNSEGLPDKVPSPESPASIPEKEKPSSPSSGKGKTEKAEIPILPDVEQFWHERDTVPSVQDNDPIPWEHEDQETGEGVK
FBW7 activator: activators of human E3 ligase FBW7; Q969H0; AlphaScreen FBW7–phospho-cyclin E peptide binding, activator screen; normalized activity (activation), % at 26.1 µM; 650,000 tested, 0.13% active; in the data active = normalized activity above about 1.9%;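 also: purified mutant Fbw7 with reduced substrate affinity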
Numbers without * were called inactive.

canonical_smiles	GPR151 activ	TEAD-YAP inh	FBW7 activator	MITF primary
NC(=O)c1nc(C2CCCCC2)nc2c1[nH]c(=O)n2-c1ccc(F)cc1	-2.1	-3.7	0.0	5.3
CC(C)CN=Cc1c(O)oc(=O)c2c1c1ccccc1n2C	3.6	3.2	0.2	8.8
O=C(Cn1c(=O)n(-c2ccc(F)cc2F)c(=O)c2sccc21)NCc1ccco1	-1.4	3.5	-0.3	11.8
O=C(NC(=S)Nc1ccccc1N1CCCC1)c1ccco1	0.3	4.5	-0.3	16.2
CCOC(=O)c1c(C)oc2c1c1c(c3ccccc32)OCN(C(C)C)C1	-0.7	-42.6	-0.6	0.7
Cc1ccc(Cl)cc1NC(=O)CN1C(=O)c2ccccc2S1(=O)=O	0.8	5.0	1.1	14.8
CCOc1ccc(-c2cc(N)n(S(=O)(=O)c3ccc(C)cc3)n2)cc1	-0.1	5.7	-0.2	-6.9
COC(=O)c1ccc(NC(=O)CSc2nn3c(=O)c(C(C)(C)C)nnc3s2)cc1	0.7	12.2	-0.1	2.8
COC(=O)c1[nH]c2ccc(C)cc2c1-n1cccc1	0.1	-9.2	-0.4	-4.2
CC(C(=O)NCc1ccc(F)cc1)N1C(=O)CC(C)(C)Sc2ccccc21 (centres undefined)	-0.4	-0.9	0.0	-0.1
Cc1ccccc1-c1noc(-c2ccc(Br)cc2)n1	-0.9	-9.5	-0.1	-2.9
CCOC(=O)c1c(-c2ccccc2)oc2c1cc(NS(=O)(=O)c1ccc(C(C)C)cc1)c1ccccc12	1.1	14.1	-0.1	-3.4
CCOC(=O)N1CCC2(CC1)OC(=O)C(C)=C2C(=O)N1CCC(C)CC1	-0.1	-1.0	0.1	-2.6
Cc1ccc(CNc2nc(CN(CCO)CCO)nc3ccccc23)o1	-0.8	-1.4	-1.1	23.4
Cc1ccc(NC(=O)c2cc(S(=O)(=O)NCC3CCCO3)ccc2F)cc1Cl (centres undefined)	1.3	4.8	-0.1	-8.2
O=C(COC(=O)c1cc(=O)[nH]c(=O)[nH]1)Nc1ncc(Cl)cc1Cl	0.1	-0.3	-0.1	-7.3
COc1ccc(NC2CC(=O)N(c3cccc(C(F)(F)F)c3)C2=O)cc1 (centres undefined)	0.7	-0.8	0.1	-12.4
CCCCOc1ccc(C2=N/C(=C\c3ccccc3C(F)(F)F)C(=O)O2)cc1	1.1	7.7	0.0	14.7
Cc1ncc(CN2CCCC(CO)(Cc3ccccc3C)C2)s1 (centres undefined)	-0.2	-16.0	0.1	-3.2
COc1ccc(OC)c(S(=O)(=O)N(C)c2ccccc2C(=O)O)c1	-2.6	-0.5	-0.3	1.1
Cc1c(Cc2ccccc2)c(=O)oc2cc(OCc3ccccc3)ccc12	1.8	-6.5	0.0	-1.4
Cc1ccc(C(=O)CC2(O)C(=O)N(C)c3ccccc32)c(C)c1 (centres undefined)	-0.6	1.3	0.2	-10.6
COc1ccc(CCNc2nc(Nc3ccc(N4CCOCC4)cc3)ncc2C)cc1	3.4	64.0*	-0.4	19.7
CCCNC(=O)Cn1c2ccccc2c2cn[nH]c(=O)c21	0.1	-1.2	0.0	4.5
CC1CC(C)(C)N(C(=O)c2ccccc2F)c2ccccc21 (centres undefined)	0.6	8.6	-0.1	7.8
COc1ccc(OC)c(NC(=O)C2=C(C)NC(=O)NC2c2ccccc2Br)c1 (centres undefined)	0.2	-1.3	-0.4	-2.6
CCOc1ccc(Nc2nc(CC(C)=O)ns2)cc1	-1.2	-61.3	0.0	8.4
COc1cc(C)c(S(=O)(=O)NCCc2c(C)[nH]c3ccccc23)cc1C	0.6	16.1	0.0	12.1
O=C(c1ccccc1)c1ccccn1	-1.0	-3.2	-0.1	-9.9
COC(=O)c1cccc(NC(=O)c2cccc(C(=O)Nc3cccc(C(=O)OC)c3)n2)c1	3.2	4.5	0.2	-1.7
Cc1noc(NS(=O)(=O)c2ccc(NC(=O)c3ccc(OC(C)C)cc3)cc2)c1C	1.3	-10.0	0.4	-5.8
CC(C)CC(=O)Nc1ccc(C(=O)COC(=O)c2ccccc2NS(C)(=O)=O)cc1	0.9	6.4	0.1	25.9
O=C(CCCCCn1c(SCC(=O)c2ccccc2)nc2ccccc2c1=O)NCc1ccco1	1.0	-1.6	0.0	7.4
CCCCn1c(SCc2cccc([N+](=O)[O-])c2)nc2c(sc(=S)n2CCc2ccccc2)c1=O	1.7	2.0	-0.1	19.5
O=C(Cc1ccccc1)Nc1sc2c(c1C(=O)Nc1ccc(Br)cc1)CCC2	0.1	-5.5	-0.1	15.5
COc1nn(-c2ccccc2)c(=O)c(Cl)c1Cl	2.3	17.1	-0.3	-6.8
Cc1ccc(N2CCN(S(=O)(=O)c3ccc(F)cc3)CC2)cc1Cl	-0.2	-8.1	0.0	-17.7
O=C1c2cccnc2C(=O)N1CCc1ccc(S(=O)(=O)NCc2cccnc2)cc1	-0.8	-3.4	-0.3	14.1
Cn1c(-c2ccc3c(c2)OCO3)cnc1NCc1c(F)cccc1Cl	0.4	-41.3	-0.5	23.0
CC1(C)CC(=O)C2=C(C1)N(c1ccc(Br)cc1)C(N)=C(C#N)C2c1cccs1 (centres undefined)	-0.9	-11.3	0.0	1.0

The list goes on; it opens with the 4 that closed the last part.
canonical_smiles	GPR151 activ	TEAD-YAP inh	FBW7 activator	MITF primary
Cc1ccc(N2CCN(S(=O)(=O)c3ccc(F)cc3)CC2)cc1Cl	-0.2	-8.1	0.0	-17.7
O=C1c2cccnc2C(=O)N1CCc1ccc(S(=O)(=O)NCc2cccnc2)cc1	-0.8	-3.4	-0.3	14.1
Cn1c(-c2ccc3c(c2)OCO3)cnc1NCc1c(F)cccc1Cl	0.4	-41.3	-0.5	23.0
CC1(C)CC(=O)C2=C(C1)N(c1ccc(Br)cc1)C(N)=C(C#N)C2c1cccs1 (centres undefined)	-0.9	-11.3	0.0	1.0
Cc1ccc(C(=O)Nn2cnc3ccccc3c2=O)cc1C	1.4	-63.4	0.0	-3.0
O=C(NC(=S)NCC1CCCO1)c1ccc(Cl)cc1 (centres undefined)	3.2	-56.0	0.3	4.3
O=C(COc1ccccc1)Nc1ccc2c(c1)CCCN2C(=O)c1ccccc1	0.1	9.2	-0.2	-15.7
COc1ccccc1NC(=O)CSCC#N	-0.4	8.3	0.0	8.9
Cc1ccc(NC2CS(=O)(=O)CC2O)cc1 (centres undefined)	1.6	-4.9	0.0	-5.1
COc1cccc(CNC(=O)CCC2CCCN(Cc3cccc(C(C)=O)c3)C2)c1 (centres undefined)	1.4	2.4	-0.2	-7.4
Nc1ccc2nc(SCC(=O)Nc3ccccc3[N+](=O)[O-])sc2c1	-0.1	-23.9	0.1	8.9
CCCCOc1ccc(C(=O)Nc2nc(-c3ccc(Br)cc3)cs2)cc1	0.0	3.5	0.0	11.4
COc1ccc(-c2cc(C(F)(F)F)n3ncc(C(=O)N4CCCCC4)c3n2)cc1	-0.6	-0.5	0.3	5.9
CC(=O)Nc1ccc(NC(=O)COC(=O)C=C(C)C)cc1	0.6	2.4	-0.2	-3.5
CN(Cc1ccccc1)C(=O)CN1C(=O)CCSc2ccccc21	-1.6	-1.4	-0.2	-13.1
Cc1ccc2occ(C3Nc4cc(C)c(C)cc4NC4=C3C(=O)CC(C)(C)C4)c(=O)c2c1 (centres undefined)	0.3	1.6	-0.2	-2.1
CC(C)C(=O)Nc1ccc(CN2CCOCC2)cc1	0.7	-3.9	-0.3	1.6
COc1cccc(-c2noc(C(C)Oc3ccccc3)n2)c1 (centres undefined)	0.5	-26.2	0.0	-7.2
CCOC(=O)C1=C(C)NC(=O)CC1c1ccc(C)cc1 (centres undefined)	2.9	-1.1	-0.1	-8.7
Cc1nn(C)c(Cl)c1CN1CCN(C2CCCCC2)C(CCO)C1 (centres undefined)	8.9*	8.0	-0.1	9.4
c1ccc(CCCN2CCc3nc4cccnc4cc3C2)cc1	-1.1	-57.4	0.1	3.3
Cc1sc2[nH]c(=O)n(-c3cccc(Cl)c3)c(=O)c2c1C	-0.8	6.7	0.1	2.0
CCOC(=O)c1c(NC(=O)CN2C(=O)NC3(CCCCC3)C2=O)sc2c1CCC(C)C2 (centres undefined)	0.8	5.6	0.0	1.5
O=C1CC(c2ccc3c(c2)OCCCCO3)Oc2ccccc21 (centres undefined)	-0.1	58.9*	-0.1	0.1

5 entries drawn at random from those above, as already listed:
canonical_smiles	GPR151 activ	TEAD-YAP inh	FBW7 activator	MITF primary
COc1cccc(CNC(=O)CCC2CCCN(Cc3cccc(C(C)=O)c3)C2)c1 (centres undefined)	1.4	2.4	-0.2	-7.4
Cc1ccc(NC2CS(=O)(=O)CC2O)cc1 (centres undefined)	1.6	-4.9	0.0	-5.1
CCOC(=O)c1c(NC(=O)CN2C(=O)NC3(CCCCC3)C2=O)sc2c1CCC(C)C2 (centres undefined)	0.8	5.6	0.0	1.5
O=C(COc1ccccc1)Nc1ccc2c(c1)CCCN2C(=O)c1ccccc1	0.1	9.2	-0.2	-15.7
COc1ccccc1NC(=O)CSCC#N	-0.4	8.3	0.0	8.9

Next part.
canonical_smiles	GPR151 activ	TEAD-YAP inh	FBW7 activator	MITF primary
CC(=O)Nc1ccc(NC(=O)CSCc2c(F)cccc2Cl)cc1	0.6	-12.9	0.0	6.3
CCc1c(C)nc2ncnn2c1NCCc1ccc(OC)cc1	0.4	65.8*	0.0	-1.4
O=C(c1cccs1)N1CCN(CCc2ccccc2)CC1	-0.5	-2.2	0.2	1.7
O=C(CSc1nnc2c(n1)[nH]c1ccc(S(=O)(=O)N3CCOCC3)cc12)c1ccc(Br)cc1	2.4	1.1	0.0	9.9
Cc1cc(=O)n2[nH]c(COc3ccccc3)nc2n1	0.7	-0.3	-0.1	-5.8
COc1ccc(-c2nc(CC(C)=O)nc(SCC(=O)NC(C)(C)C)n2)cc1OC	-1.1	-14.6	0.1	9.5
O=S(=O)(c1cccs1)N1CCN(CC(O)COc2ccccc2F)CC1 (centres undefined)	-1.8	-3.7	-0.2	65.9*
CCC(C)NC(=O)c1sc2ncn(CCOC)c(=O)c2c1C (centres undefined)	-1.1	-4.9	-0.1	6.1
CCOc1cc(C2C(C(=O)OC)=CN(Cc3ccc(OC)cc3)C=C2C(=O)OC)ccc1O	0.7	-14.0	-0.1	0.3
O=C(O)C1CCC(Cn2c(=S)[nH]c3ccccc3c2=O)CC1 (centres undefined)	-0.4	-8.2	-0.1	-2.3
COc1nc(NCCCN2CCCC2=O)nc(-c2cccc(N)c2)n1	-1.3	-4.0	-0.1	16.7
CCN(CC)CC(=O)Nc1ccccc1[N+](=O)[O-]	3.0	-1.9	0.1	11.2
Cc1ccc(CNS(=O)(=O)c2ccc3ccccc3c2)cc1	1.2	7.4	0.1	4.8
NC(=O)COc1ccc(C2c3c(oc4ccccc4c3=O)C(=O)N2c2nncs2)cc1 (centres undefined)	0.4	-3.8	-0.5	15.4
CC(C)Cn1c2c(c(O)c(C(=O)Nc3ccncc3)c1=O)CCCC2	0.1	9.0	-0.1	4.6
COC(=O)c1ccc(CN2CCN(Cc3ccc(F)cc3)C(CCO)C2)cc1 (centres undefined)	-0.8	-3.8	0.5	12.8
C=CCn1c2ccccc2n2cc(-c3ccc(-c4ccccc4)cc3)nc12	-1.4	-3.0	0.6	-2.7
Cc1c(N2C(=O)CC3CS(=O)(=O)CC32)c(=O)n(-c2ccccc2)n1C (centres undefined)	-0.3	-2.0	0.0	-4.3
CC(C)Cc1nc2ccccc2n1CC(=O)O	0.1	6.4	0.0	-18.1
COC(CNc1ccc(S(C)(=O)=O)cc1F)OC	2.2	7.6	0.1	-1.3
O=C(NCC1(c2cccs2)CCCC1)c1ccno1	1.9	8.6	-0.1	-4.2
O=C(NCCCO)/C(=C/c1ccc([N+](=O)[O-])cc1)NC(=O)c1ccco1	1.5	1.9	0.0	-1.8
CCOC(=O)c1ccc(N2C(=O)NC(=O)/C(=C\c3ccc(OC)cc3OC)C2=O)cc1	0.0	19.4	0.1	5.1
O=C(c1ccc(Cl)cc1)n1c(=O)oc2cc(Cl)ccc21	0.8	-34.0	-0.1	0.3
Cc1ccc(C2C(C#N)=C(N)Oc3n[nH]c(C)c32)s1 (centres undefined)	0.8	-7.4	-0.1	13.1
Cc1c(NC(=O)CSC2CCCCC2)c(=O)n(-c2ccccc2)n1C	2.3	10.9	-0.1	3.4
COc1ccccc1N(CC(O)CN1C(=O)NC(C)(C)C1=O)S(=O)(=O)c1ccc(C)cc1 (centres undefined)	0.5	2.9	0.1	-3.6
COc1ccccc1C(=O)NC1c2ccccc2Oc2ccccc21	0.3	5.0	0.1	-6.5
c1ccc(C2CC(c3ccccc3)n3nnnc3N2)cc1 (centres undefined)	0.5	3.8	0.2	6.9
N#Cc1cc2c(nc1SCC(=O)Nc1cccc(C(F)(F)F)c1)CCC2	-1.3	2.9	-0.1	12.6
O=C(Nc1ccc2oc(=O)ccc2c1)c1ccccc1Cl	-0.7	1.7	0.0	11.5
COCCN1C(=S)NC2c3cccc(OC)c3OC1(C)C2C(=O)Nc1ccc(Cl)cc1 (centres undefined)	-1.0	-8.1	0.2	12.0
C=CCNc1cc(-c2ccc(F)cc2)nc(-c2ccncc2)n1	1.1	3.4	0.0	5.5
Cc1c(C(=O)Nc2cccnc2)oc2c1C(=O)CC(C)(C)C2	0.0	0.7	-0.1	4.4
CCCCC(=O)Nc1nn2c(-c3cccc(C)c3)nnc2s1	1.8	5.5	0.1	2.3

Source: PubChem
